Statin myotox sup = protects C2C12 myotubes from simvastatin toxicity | ATP luminescence, 48 h; scaled: DMSO 0, geranylgeraniol control 100 | rescue of ATP level, % at 7.49 µM | hit rate 0.78% among 330,000 | AID 602340;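 active means mean ATP rescue above about 67%, or every replicate alone reaching that limit, limit read from the data, passing the limit was not always enough; inconclusive means no clear call, values can overlap the other calls; inactive means mean under the limit and some replicate under it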;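 further: myotubes were challenged with 10 µM simvastatin during compound exposure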
esBAF inh = SWI/SNF esBAF complex inhibition | mouse ES cells, Bmi1-luciferase knock-in reporter, 24 h; 100% = twice the neutral-well signal | reporter increase, % at 12.5 µM | hit rate 2% among 350,000 | AID 602393; in the data active means activation above about 40%; inconclusive means no clear call, values can overlap the other calls;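 further: 0% = median of the plate's neutral control wells and 100% = double that signal; a rise in the Bmi1 reporter signal indicates esBAF inhibition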
ARNT TACC3 PPI = disrupts binding between human ARNT and TACC3 | Q9Y6A5 | AlphaScreen His-ARNT PAS-B/GST-TACC3 binding, luminescence; TACC3 fragment carries E629A point mutation | inhibition, % at 9.99 µM | hit rate 0.66% among 390,000;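 active means mean inhibition of replicates at least 50% and at least half of replicates each reaching 50%; inconclusive means half or more replicates reach 50% but mean below 50%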;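 further: 0% = complete ARNT plus TACC3 wells and 100% = ARNT alone without TACC3; many hits fall short of the cut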
SIRT5 inh = sirtuin-5 (human) deacylase inhibition; Q9NXA8; Purified SirT5, succinyl-peptide AMC, trypsin-coupled fluorescence; inhibition, % at 15 µM; hit rate 1.1% among 330,000; in the data active means inhibition above about 15%; inconclusive means no clear call, values can overlap the other calls
Target sequence (Q9NXA8 whole entry, looked up): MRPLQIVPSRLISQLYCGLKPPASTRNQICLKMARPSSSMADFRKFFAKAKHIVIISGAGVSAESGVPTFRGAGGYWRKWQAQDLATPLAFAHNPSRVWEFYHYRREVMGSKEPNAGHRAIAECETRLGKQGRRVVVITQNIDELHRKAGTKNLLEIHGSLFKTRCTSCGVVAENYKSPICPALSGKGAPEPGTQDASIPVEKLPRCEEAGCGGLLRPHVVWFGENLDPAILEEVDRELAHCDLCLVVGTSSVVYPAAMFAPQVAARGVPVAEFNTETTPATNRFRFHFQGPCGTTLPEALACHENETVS
ERp5 block = blocks human ERp5 reductase activity on insulin; Q15084; AID 651711; hit rate 0.05% among 350,000; ERp5 insulin aggregation, absorbance 650 nm, 90 min; inhibition, % at 9.99 µM;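 active means mean replicate inhibition above about 25%, with every replicate also reaching it, limit read from the data, passing the limit was not always enough; inconclusive means only one of those two criteria met; inactive means neither criterion met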
Target sequence (Q15084 whole entry, looked up): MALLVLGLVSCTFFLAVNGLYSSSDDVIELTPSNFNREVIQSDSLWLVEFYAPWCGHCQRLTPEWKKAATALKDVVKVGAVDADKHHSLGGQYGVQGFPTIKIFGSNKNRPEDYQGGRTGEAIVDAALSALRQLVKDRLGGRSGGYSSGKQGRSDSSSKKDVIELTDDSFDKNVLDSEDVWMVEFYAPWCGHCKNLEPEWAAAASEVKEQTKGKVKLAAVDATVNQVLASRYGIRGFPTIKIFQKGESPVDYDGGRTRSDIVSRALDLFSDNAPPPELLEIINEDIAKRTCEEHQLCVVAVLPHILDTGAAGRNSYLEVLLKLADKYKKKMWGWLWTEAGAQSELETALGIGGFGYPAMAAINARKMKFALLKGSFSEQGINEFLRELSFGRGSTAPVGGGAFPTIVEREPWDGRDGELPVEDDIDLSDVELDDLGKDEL
miR122 inh = blocks miR-122 activity in Huh7 sensor cells | Huh7 miR-122 Renilla luciferase sensor, 48 h; neutral wells = 0, positive control = 100 | activation (reporter increase), % at 12.5 µM | hit rate 0.3% among 340,000;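 active means mean replicate activation score at least 90 and every replicate individually at or above 90; inconclusive means only one of the two criteria met; inactive means neither criterion met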;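 further: higher luciferase means less miR-122 activity so hits act as miR-122 inhibitors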
Cneo AK release = causes C. neoformans cell lysis. adenylate kinase release luminescence, 4 h; normalised: neutral wells 0, clomiphene wells 100. lysis activity, % at 15 µM. hit rate 0.2% among 360,000;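 active means mean lysis activity across replicates of at least 80%, whatever share of replicates individually reach that level; inactive means mean lysis activity below 80%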
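Material: C. neoformans cells; Schedule: 4 h static compound exposure, 37 °C, read 1 h post-reagent; Measured by: adenylate kinase release luminescence; Read-out: signal increase indicating cell lysis; Controls: Clomiphene as positive lysis control.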
Numbers without * were called inactive; u = inconclusive; x = not tested or not shown; [ ] = another dose, or the depositor's remark. Random draw from the library; about 4% have a hit in one of these screens.

SMILES	Statin myotox sup	esBAF inh	ARNT TACC3 PPI	SIRT5 inh	ERp5 block	miR122 inh	Cneo AK release
Cc1noc(C)c1NC(=O)N(C)C[C@H]1Oc2ccc(NC(=O)Nc3ccc(C(F)(F)F)cc3)cc2CC(=O)N([C@@H](C)CO)C[C@H]1C	-31	-2	-2	3	-6	4[16.7 µM]	-2
CCC(=O)NC(Nc1cc(C)cc(C)n1)(C(F)(F)F)C(F)(F)F	0	-4	3	x	x	-4	-2
Cc1ccc(-c2cnc3c(c2)C(=O)N([C@H](C)CO)C[C@@H](C)[C@H](CN(C)C(=O)c2ccccc2)O3)cc1	21	1	3	-3	3	3[16.7 µM]	1
Cc1nc(-c2noc(-c3ccccc3Cl)n2)c(C(F)(F)F)o1	2	47*	-3	0	1	-6	0
CN(C)C(=O)N1CCNCC1	x	x	-2	2	11	x	x
O=C(Cn1ccccc1=O)c1cccs1	3	-2	-8	2	17	-4	1
COc1ccc(S(=O)(=O)N2CCC(C(N)=O)CC2)cc1	4	5	1	0	-4	33	3
O=C(CCCn1cnc([N+](=O)[O-])n1)Nc1cc(Cl)ccc1O	x	x	-5	-2	0	x	x
COc1ccc(CC(=O)OCC(=O)Nc2cc(S(=O)(=O)N3CCOCC3)ccc2N2CCCC2)cc1	x	x	1	5	0	-1	x
Cc1oc2c(C)c3oc(=O)c4c(c3cc2c1C)CCC4	5	9	0	x	x	-3	-2
COc1cccc2c1C(=O)C[C@]1(CCCC[C@@H]1C)O2	-12	0	-2	12	4	x	5
Cc1[nH]c2ccccc2c1CCNC(=O)c1ccc2c(c1[N+](=O)[O-])C(=O)c1ccccc1C2=O	19	-12	3	x	x	-19	-3
Cc1ccc(CS(=O)(=O)c2ccccc2-c2nnc(-c3ccc(Cl)cc3)o2)cc1	-6	-6	-4	x	x	0	1
C[C@H]1C=C(C(=O)NCc2nc3ccccc3[nH]2)O[C@@H](OCCCCO)C1	13	-7	0	x	x	1	-1
Cc1ccc(C)c(-c2nc3ccc(N)cc3[nH]2)c1	45	17	1	x	x	-2	-3
CC[N+](CC)(CC#Cc1ccccc1)CC(=O)c1ccc(Cl)cc1	x	x	-2	0	-8	x	x
CCOC(=O)Cc1csc(NS(=O)(=O)c2ccc(OC)cc2)n1	x	x	-22	-3	-3	3	x
CCOc1cc(C(=O)CSc2nnc(CNc3ccc(Cl)cc3)o2)ccc1NC(=O)CC	-122	-4	-6	-1	-3	-8	0
COc1cc(C(CC(=O)Nc2ccc(Cl)cn2)N2Cc3ccccc3C2=O)cc(OC)c1OC (stereo not drawn)	9	-5	-10	-1	1	6	-3
COc1ccc(CN2CCC(=O)N([C@H](CO)Cc3ccccc3)CC2)cc1	-4	-7	-7	x	4	-11	-2
CC(C)Cc1nc2ccc(N)cc2[nH]1	6	-2	-13	-5	6	-20	1
COc1ccc(C2OC(=O)C(C)(C)C(=O)C2(C)C)cc1OC (stereo not drawn)	-2	0	-4	-3	-2	x	0
CCOC(=O)c1sc(N/N=C/c2cc(Br)c(O)c(OC)c2)nc1C	2	-6	7	-3	1	x	1
CC(C)OP(=O)(c1ccc(N(C)C)cc1)C(O)c1ccc(N(C)C)cc1 (stereo not drawn)	1	-1	1	-5	0	-8	2
COc1cc2cc(C#N)c(SCC(=O)N3CCOCC3)nc2cc1OC	x	11	0	x	x	-18	8

Next structures follow.
SMILES	Statin myotox sup	esBAF inh	ARNT TACC3 PPI	SIRT5 inh	ERp5 block	miR122 inh	Cneo AK release
CC(=O)c1c(C)[nH]c(C(=O)OCC(=O)Nc2sc3c(c2C#N)CCCC3)c1C	x	x	-4	-3	-6	x	x
Cc1cccc(N(C(=O)c2ccc(Cl)cc2)C2CS(=O)(=O)CC2OC(=O)c2ccc(Cl)cc2)c1 (stereo not drawn)	-9	-6	19	-1	1	7	1
COC(=O)c1ccc(CSc2nnc(CNC(=O)c3cccs3)o2)o1	-7	-8	x	x	x	1	0
C=C(C)CSc1cc(C)nc2c(-c3ccccc3)c(C)nn12	-29	12	4	-4	3	x	-4
CCS(=O)(=O)Nc1ccc2c(c1)C(=O)N(C)C[C@H](OC)[C@H](C)CN(C(=O)C1CC1)[C@H](C)CO2	0	0	-7	-2	1	x	-4
Cc1ccc(N=C2SCCCN2C(=O)c2cccc(N3C(=O)CCC3=O)c2)cc1Cl	x	x	6	0	3	x	-12
C[C@@H]1CCCCO[C@H](CN(C)S(=O)(=O)c2cn(C)cn2)[C@@H](C)CN([C@@H](C)CO)C(=O)c2cc(NC(=O)Nc3cccc4ccccc34)ccc2O1	x	-1	15	13	-3	2[16.7 µM]	-2
Cc1cccc(N(CC(=O)NC2CCCCC2)C(=O)c2csnn2)c1	4	8	-2	-2	1	-1	2
O=C(Nc1ccc(OC(F)F)cc1)c1cc(S(=O)(=O)N2CCOCC2)ccc1F	-2	6	-3	0	7	-1	-2
CC(C)(C)CC(=O)N1CCN(c2ccc(S(=O)(=O)N3CCOCC3)cc2[N+](=O)[O-])CC1	4	-1	-11	-1	1	-8	1
Cc1cc(C)cc(C(=O)NC(=S)Nc2ccc(Cc3ccncc3)cc2)c1	-10	14	-5	-4	10	-6	1
Cc1ccccc1C(=O)N1CCC(C(=O)N(C)CC(=O)Nc2cccc(F)c2)CC1	-8	-1	-11	0	-15	-6	-6
Fc1ccc2cnc(-c3ccccc3F)cc2c1	7	54*	1	x	-7	-1	-7
CC(C)CC#Cc1ccc2c(c1)O[C@@H](CN(C)C(=O)Cc1ccccc1)[C@@H](C)CN([C@H](C)CO)S2(=O)=O	12	4	-20	0	-2	-5[16.7 µM]	1
COc1ccc(CCN2CC(C(=O)NCc3ccon3)CCC2=O)cc1 (stereo not drawn)	-2	-1	x	x	5	-15	-2
O=c1[nH]nc(SCCS(=O)(=O)c2ccc(F)cc2)n1-c1ccc2c(c1)OCCO2	x	x	-11	4	-1	x	2
O=C(Nc1ccc(F)cc1)c1nc(S(=O)(=O)Cc2ccccc2)ncc1Cl	0	-7	-3	1	8	x	0
Cc1noc(C)c1S(=O)(=O)Nc1cccc2c1O[C@@H](CN(C)S(=O)(=O)c1ccc(F)cc1)[C@@H](C)CN([C@@H](C)CO)C2=O	-74	-3	-9	0	-3	-4[16.7 µM]	-4
OC1(c2nc3ccccc3[nH]2)CCCCC1	-1	-2	-5	x	-4	-6	0
Cc1cccc(S(=O)(=O)N2CCCCN3[C@H](CO)[C@@H](c4ccc(C#CC5CC5)cc4)[C@H]3C2)c1	x	x	29	5	5	2[16.7 µM]	5
Cc1cc(C)nc(CCNC(=O)CC2C(=O)NCCN2Cc2ccc(F)cc2Cl)n1 (stereo not drawn)	-3	-2	0	-3	2	2	1
O=C(Oc1ccc(-c2cn3c(n2)SCC3)cc1)c1ccccc1	16	-7	-2	x	x	-10	x
Cc1ccc(NC(=O)CCNS(=O)(=O)c2ccc3c(c2)CCC(=O)N3)cc1	-3	-6	3	-1	3	-5	1
Cc1ccc(C)c2[nH]c(=O)c(C(c3nnnn3Cc3ccccc3)N3CCc4ccccc4C3)cc12 (stereo not drawn)	-6	14	-3	x	x	-6	0
C[C@@H]1CN([C@@H](C)CO)C(=O)c2cc(C3=CCCCC3)cnc2O[C@H]1CN(C)Cc1ccccc1C(=O)O	x	0	x	9	-2	0[16.7 µM]	-1

A portion from the list above, for reference:
SMILES	Statin myotox sup	esBAF inh	ARNT TACC3 PPI	SIRT5 inh	ERp5 block	miR122 inh	Cneo AK release
COC(=O)c1ccc(CSc2nnc(CNC(=O)c3cccs3)o2)o1	-7	-8	x	x	x	1	0
C=C(C)CSc1cc(C)nc2c(-c3ccccc3)c(C)nn12	-29	12	4	-4	3	x	-4
CCS(=O)(=O)Nc1ccc2c(c1)C(=O)N(C)C[C@H](OC)[C@H](C)CN(C(=O)C1CC1)[C@H](C)CO2	0	0	-7	-2	1	x	-4
Cc1ccc(N=C2SCCCN2C(=O)c2cccc(N3C(=O)CCC3=O)c2)cc1Cl	x	x	6	0	3	x	-12

Going on with the list.
SMILES	Statin myotox sup	esBAF inh	ARNT TACC3 PPI	SIRT5 inh	ERp5 block	miR122 inh	Cneo AK release
Cc1nnc(SCC(=O)N2CCOCC2)c2ccccc12	2	-1	25	x	x	-9	-2
COCCN(C(=O)c1ccc(-c2ccc([N+](=O)[O-])cc2)o1)c1c(N)n(CC(C)C)c(=O)[nH]c1=O	15	10	0	0	-2	3	1
C[C@@H]1CN([C@H](C)CO)C(=O)Cc2cc(NS(C)(=O)=O)ccc2O[C@H]1CN(C)S(C)(=O)=O	-1	-3	-4	-1	-3	15[16.7 µM]	3
Cc1cc(C)n2nc(C(=O)OCC(=O)Nc3ccc4c(c3)OCO4)nc2n1	5	-2	-3	x	x	6	0
COC(=O)C1(C)Nc2ccccc2C(=O)N1c1ccccc1OC (stereo not drawn)	11	-4	3	x	3	1	4
CCN(C[C@H]1N[C@H](CO)[C@@H]1c1ccc(-c2cccc(F)c2)cc1)C(=O)CN(C)C	-125	-11	5	1	3	50[16.7 µM]	2
O=C(NCC[C@@H]1CC[C@H](NS(=O)(=O)c2cccc(F)c2)[C@@H](CO)O1)C1CCOCC1	-1	-7	-12	-1	6	x	-1
CN(C)c1nc(NCc2ccccc2)nc(SCC(=O)Nc2ccccc2)n1	15	-5	-1	-5	3	x	-1
Cn1c(=O)[nH]c(=O)c2c1nc(SCC(N)=O)n2Cc1cccc(Br)c1	0	-16	-4	2	-1	-9	2
CCOc1ccc(S(=O)(=O)NCCC(=O)NCC(c2cccs2)N(C)C)cc1 (stereo not drawn)	5	x	1	-3	4	-7	-1
Cc1cc(C)c(C)c(S(=O)(=O)N2CCC(C(=O)N3CCN(c4ccc(F)cc4)CC3)CC2)c1C	22	5	11	0	7	2	-3
O=C(NC1CCCCC1)C(CCc1ccccc1)N1CCc2ccccc2C1 (stereo not drawn)	-6	3	x	0	1	11	-22
CCOP(=O)(OCC)c1nc(-c2cccc3ccccc23)oc1NCc1ccc(OC)cc1	-20	2	-5	-2	-1	-4	x
Cc1ccc(S(=O)(=O)Nc2ccc3c(c2)C(=O)N([C@@H](C)CO)C[C@H](C)[C@@H](CN(C)S(C)(=O)=O)O3)cc1	x	2	-2	1	-2	1[16.7 µM]	-3
O=C(NCCc1ccccc1)C1CCC(=O)N1CCc1ccccc1 (stereo not drawn)	2	8	-13	-4	-2	x	1
COc1ccc(NC(=O)NC2CCCc3ccccc32)cc1OC (stereo not drawn)	x	x	-4	-1	-2	x	0
CCOC(=O)Cc1nnc(NC(=O)c2ccco2)s1	3	-2	0	x	x	-9	3
O=C(c1ccc(C(F)(F)F)cc1)N1CCC(=O)N(C(COCc2ccccc2)Cc2ccccc2)CC1 (stereo not drawn)	-2	0	1	2	2	-4	3
O=C(CNC(=O)c1ccc(Br)cc1)N/N=C/c1cccnc1	109*	-3	-2	-1	5	1	-1
COc1ccc(NC(=O)c2cccc(OC(F)F)c2)cc1Cl	-51	57*	2	x	x	21	-3
O=C(c1ccc2c(c1)OCO2)N1CCCC(c2ccccc2)C1 (stereo not drawn)	26	10	-1	0	4	x	0
COc1cccc(CNC(=O)N2CCN(c3ccccc3Cl)CC2)c1	-9	-7	-3	1	2	x	-2
OC(c1ccc(F)c(F)c1)c1nc(-c2ccc3c(c2)OCO3)cs1 (stereo not drawn)	u	-6	x	x	3	-3	-1
COc1ccc(/C=C/C(=O)Nc2ccc(C)c(S(=O)(=O)N3CCOCC3)c2)cc1	6	-14	10	x	x	-6	-2
O=C1CCCN1CCCn1cnc2c([nH]c3ccc(F)cc32)c1=O	8	9	0	x	x	-3	0
CN(C)CCC(=O)N1c2ccccc2Sc2ccc(Cl)cc21	16	-5	-2	8	0	1	0
CCCCC(CC)CNC(=O)CCS(=O)(=O)c1cccc2nonc12 (stereo not drawn)	-6	-6	-3	x	x	x	-4
CO[C@H]1CN(C)C(=O)c2ccc(NC(=O)NC(C)C)cc2OC[C@H](C)N(C(=O)CN(C)C)C[C@@H]1C	2	-6	0	-1	0	-14[16.7 µM]	49
CC(=O)NC1(NC(C)=O)CCN(C)CC1	0	5	-1	0	5	1	-1

High-throughput results: PubChem, Broad Institute
